# MT1-MMP txn act – MT1-MMP promoter transcription activation. hit rate 0.16% among 86,000. activation factor at 10 µM. AID 750. HT1080 MT1-MMP promoter luciferase reporter, luminescence, overnight; stronger effect = higher value;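 active = activation factor of at least 2 for MT1-MMP transcription at 10 µM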
# PLAP activator – human PLAP activation. P05187. purified PLAP enzyme, luminescent substrate read-out; stronger effect = higher value. activation fold at 20 µM. hit rate 1.2% among 96,000; in the data active = activation fold above about 2
# Target sequence (P05187 whole entry, looked up): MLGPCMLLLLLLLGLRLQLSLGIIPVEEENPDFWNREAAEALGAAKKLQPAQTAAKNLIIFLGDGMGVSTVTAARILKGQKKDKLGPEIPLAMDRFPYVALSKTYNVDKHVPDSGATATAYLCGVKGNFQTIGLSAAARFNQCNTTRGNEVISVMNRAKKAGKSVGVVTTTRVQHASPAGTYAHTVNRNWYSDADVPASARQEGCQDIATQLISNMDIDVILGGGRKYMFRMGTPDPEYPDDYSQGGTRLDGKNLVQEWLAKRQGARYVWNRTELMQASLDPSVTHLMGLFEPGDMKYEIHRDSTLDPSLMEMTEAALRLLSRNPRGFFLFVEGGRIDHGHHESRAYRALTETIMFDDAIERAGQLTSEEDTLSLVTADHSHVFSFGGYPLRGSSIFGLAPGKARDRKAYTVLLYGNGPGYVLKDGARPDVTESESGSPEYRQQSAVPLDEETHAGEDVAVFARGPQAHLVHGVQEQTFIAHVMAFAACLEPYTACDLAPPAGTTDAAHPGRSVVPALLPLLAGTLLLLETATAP
# * = called active by the depositor.
# Sample of the layout:
structure	MT1-MMP txn act	PLAP activator
COc1ccc(CC(NC(C)=O)C(=O)NC2CCN(c3nnnn3-c3ccccc3)CC2)cc1 (configuration not stated)	1.1	1.6
COc1ccc2c(c1)c1c3n2CCN(C)C3=NCC1	1.1	0.5
CCOCCN1CCN(c2c3c(nc4cc(-c5ccc(F)cc5)nn24)CCC3)CC1	1	1.4

# This part in full, previewed entries included:
structure	MT1-MMP txn act	PLAP activator
COc1ccc(CC(NC(C)=O)C(=O)NC2CCN(c3nnnn3-c3ccccc3)CC2)cc1 (configuration not stated)	1.1	1.6
COc1ccc2c(c1)c1c3n2CCN(C)C3=NCC1	1.1	0.5
CCOCCN1CCN(c2c3c(nc4cc(-c5ccc(F)cc5)nn24)CCC3)CC1	1	1.4
CC(NC(=O)Cn1cc2c(n1)CCCCC2)c1ccccc1 (configuration not stated)	1.1	0.9
COc1cccc(-c2nc3ccc(O)cc3c(=O)o2)c1	1.3	1
COc1ccc(CCNC(=O)CN2C(=O)C3(OCCCO3)c3ccccc32)cc1OC	1.1	0.9
Cc1ccc2[nH]c3c(c2c1)CN(C(=O)CN1CCCc2ccccc21)CC3	1.4	1.6
Nn1cc(-c2ccccc2)nc1SCC(=O)N1CCN(S(=O)(=O)c2ccc(Cl)cc2)CC1	1.1	0.8
CCOC(=O)C1CCCN(c2ccc(NC(=O)c3snc4c(=O)[nH]cnc34)cc2)C1 (configuration not stated)	1.1	1.8
COc1cc2c(cc1OC)C(c1ccco1)CC(=O)N2 (configuration not stated)	1	0.9
CN(Cc1ccccc1)C(=O)CCNS(=O)(=O)c1ccc2c(c1)oc(=O)n2C	1	1.3
CCOc1ccc(-n2nnc3c(=O)n(CC(=O)c4ccccc4)cnc32)cc1	1.1	1

# Continued:
structure	MT1-MMP txn act	PLAP activator
O=C(CSc1n[nH]c(-c2ccccc2Br)n1)NC(=O)NCc1ccco1	1.1	1.2
COc1ccc(/C(O)=C2/C(=O)C(=O)N(CCCN(C)C)C2c2cccnc2)cc1 (configuration not stated)	1	1
COc1ccc(N2CCN(C(=O)CSc3nc4cc(OC)c(OC)cc4cc3C#N)CC2)cc1	0.9	1.7
CCCCC(c1nnnn1CCOC)N1CCN(c2cccc(OC)c2)CC1 (configuration not stated)	1.2	1.5
COC(=O)c1ccc(-n2c(C)cc(/C=N/n3cnnc3)c2C)cc1	1	1.1
COC(=O)c1cc2c(=O)n3ccccc3nc2n(C)c1=N	1.1	1.1
COc1cccc(-c2nc(CS(=O)(=O)CC(=O)NCc3ccccc3)c(C)o2)c1	1.1	1.2
COc1ccc(CNS(=O)(=O)c2ccc(S(=O)(=O)N3CCCCC3)cc2)cc1	1.1	0.8
COC(=O)c1ccc(CSc2ccc3nnc(-c4cccnc4)n3n2)o1	1.1	1.1
COc1ccc(NC(=O)C(CC(=O)O)Cc2ccccc2)cc1 (configuration not stated)	1.2	1.3
CC(C)Cc1cc(C(=O)Nc2cc(Br)ccc2O)no1	1.5	1.3
Cc1ccc(C(=O)CSc2nc3cc(S(=O)(=O)N4CCOCC4)ccc3o2)cc1	1.2	1.7

# Whole records, quoted from the list:
# Record of `COc1cccc(-c2nc(CS(=O)(=O)CC(=O)NCc3ccccc3)c(C)o2)c1` → MT1-MMP txn act = 1.1; PLAP activator = 1.2
# Record of `COc1ccc(N2CCN(C(=O)CSc3nc4cc(OC)c(OC)cc4cc3C#N)CC2)cc1` → MT1-MMP txn act = 0.9; PLAP activator = 1.7
# Record of `COC(=O)c1cc2c(=O)n3ccccc3nc2n(C)c1=N` → MT1-MMP txn act = 1.1; PLAP activator = 1.1

# The list goes on.
structure	MT1-MMP txn act	PLAP activator
CC(C)OC(=O)CC1=NC(=O)CS1	1	0.9
Cc1ccc(C(=O)C2=C(O)C(=O)N(CCCN(C)C)C23C(=O)N(C)c2ccccc23)o1 (configuration not stated)	1.1	1
Cc1ccc2nc(NC3=NCN(CCc4ccccc4)CN3)nc(C)c2c1	0.8	1.2
CCCn1nc(NC(=O)c2ccco2)c2cc3ccc(C)cc3nc21	1.1	0.9
CC(=O)N1CCc2cc(S(=O)(=O)NCCC(=O)NCCc3ccccc3)ccc21	1.2	1.1
COc1ccc(-c2nnc3n2N=C(c2cccc(Br)c2)CS3)cc1OC	1	0.9
CCc1ccccc1NC(=O)CC1S/C(=N\c2nccs2)N(CC)C1=O (configuration not stated)	1.1	0.9
COc1cc(C(=O)Nc2c(C)cc(C)cc2C)c(-n2cnnn2)cc1OC	1.1	1.3
CCOc1ccc(CCNC(=O)C(C)n2nc(C)n3c(cc4occc43)c2=O)cc1OCC (configuration not stated)	1.1	1.6
CCc1cc2cccc(C)c2nc1SCC(=O)N1CCN(C(=O)c2ccco2)CC1	1.1	1.2
Cc1oc(-c2ccc(F)cc2)cc1-c1nn2c(-c3ccoc3C)nnc2s1	1.1	1.3
CCn1c(C(=O)N2CCC(C(=O)NCc3ccc4c(c3)OCO4)CC2)cc2sccc21	1	1.4

# (cont.)
structure	MT1-MMP txn act	PLAP activator
O=C(Oc1ccc2ccccc2c1)c1ccco1	1.1	0.9
CCOC(=O)c1ccc2c(c1)nc(SC/C(O)=C(\C#N)c1nc3ccccc3[nH]1)n2CC	1.2	1.4
COc1ccc(OC)c(NC(=O)C2CC(=O)N(c3ccccc3)C2)c1 (configuration not stated)	1	1
COc1ccc(-c2nnc(SCC(=O)c3cccs3)o2)cc1	1.7	0.9
Cc1ccccc1-n1c(C)nnc1SCC(=O)N1CC(=O)Nc2ccccc21	1.2	1.2
O=C(NCCN1CCOCC1)c1cc2sccc2n1Cc1ccc(Cl)cc1	1.1	1.6
CCOc1ccc(NC(=O)CCS(=O)(=O)c2cccc3nsnc23)cc1	1.1	0.9
CC1Cc2ccccc2N1C(=O)CN1CCc2ccccc2C1 (configuration not stated)	1.1	1.4
Cc1cc(C)cc(NC(=O)CSc2nc3c(c(=O)n2C)SC(C)C3)c1 (configuration not stated)	1.1	0.9
CCN1C(=O)c2cccc3c(N)ccc1c23	1	0.8
O=C(O)c1ccccc1-c1nc2ccccc2c(=O)[nH]1	1.3	0.9
CCCCCOc1ccc(/C=c2\sc3ncnn3c2=O)cc1	1.1	1.1

# Brought forward from above: 5 entries, followed by the next part.
structure	MT1-MMP txn act	PLAP activator
CC1Cc2ccccc2N1C(=O)CN1CCc2ccccc2C1 (configuration not stated)	1.1	1.4
Cc1cc(C)cc(NC(=O)CSc2nc3c(c(=O)n2C)SC(C)C3)c1 (configuration not stated)	1.1	0.9
CCN1C(=O)c2cccc3c(N)ccc1c23	1	0.8
O=C(O)c1ccccc1-c1nc2ccccc2c(=O)[nH]1	1.3	0.9
CCCCCOc1ccc(/C=c2\sc3ncnn3c2=O)cc1	1.1	1.1
CC1CCc2nn(CC(=O)N3CCCCCC3)cc2C1 (configuration not stated)	1.3	1
O=C(CCn1c(=O)sc2ccccc21)NCCC1=CCCCC1	1.2	1.2
CCOC(=O)c1c(C)[nH]c(C(=O)CN2CCOCC2)c1C	1.1	1
C=C(C)C1CCC(C)=C1CC(C)(C)/C=N\n1cnnc1 (configuration not stated)	0.9	1.3
O=C1Nc2ccccc2C1=Nc1ccc(-c2nnc3n2CCCCC3)cc1	1.2	0.9
CCOC(=O)CSc1nc2sc(C(=O)O)c(C)c2c(=O)[nH]1	1	1.3
COc1ccc(C(c2sc3nc(C)nn3c2O)N2CCC(O)CC2)cc1OC (configuration not stated)	1	0.9
O=S(=O)(c1cccc2nsnc12)N1CCN(C/C=C/c2ccccc2)CC1	1.3	1.5
O=C(CC1SC(=Nc2ccccc2)N(CCCO)C1=O)Nc1ccc(Cl)cc1 (configuration not stated)	1	1.5
Fc1ccc(C(c2nnnn2C2CCCC2)N2CCN(Cc3ccccc3)CC2)cc1 (configuration not stated)	1.1	1.2
CN=C1c2ccccc2CN1c1cccc(C(=O)OC)c1	1.2	1
CCOc1ccc(C(=O)Nc2ccc(S(=O)(=O)N3CCOCC3)cc2)cc1OCC	1.2	1.6

# (next part)
structure	MT1-MMP txn act	PLAP activator
CSc1ccc(/C=N/n2nnnc2N)cc1	1.2	1
CC1(C)Cc2nc3oc4c(N(CCO)Cc5ccccc5)ncnc4c3cc2CO1	1.3	1.4
Cc1cccc(OCC(O)CN2CCN(C3CCCCC3)CC2)c1 (configuration not stated)	1.1	1.6
CCc1ccc(C2CC(c3cccc(Cl)c3)n3nc(N)nc3N2)cc1 (configuration not stated)	1.2	1.1
Cc1nc(N2CCN(C(=O)c3ccco3)CC2)c2c3c(sc2n1)CCC3	0.9	1.7
Cc1nc2ccccc2c2oc(C(=O)NCCN3CCCCC3C)cc12 (configuration not stated)	1.2	1.2
COc1cc(OC)cc(C(=O)N2CCC(N3CCN(c4ccccc4)CC3)CC2)c1	1.1	1.7
O=C1C(=O)N(CCCn2ccnc2)C(c2cccnc2)/C1=C(/O)c1ccc(F)cc1 (configuration not stated)	1	1
CN(c1ccc(F)cc1)S(=O)(=O)c1ccc2[nH]cc(C(=O)O)c(=O)c2c1	1.2	0.9
O=c1c2ccccc2nnn1CSc1nnc(-c2ccco2)o1	1.2	1.1
COCCNC(=O)c1sc2ncn(CC(=O)N3CCCCC3)c(=O)c2c1C	1.2	1.1
Cc1ccc(-n2c(SCC(=O)NCC3CCCO3)nc3c(c2=O)SCC3)cc1 (configuration not stated)	1	0.9

# New compounds follow
structure	MT1-MMP txn act	PLAP activator
c1csc(Cc2nn3c(-c4ccncc4)nnc3s2)c1	1.2	0.9
COc1cc2c(cc1OC)CN(c1ccc(-c3ccccc3OC)nn1)CC2	0.8	1.4
c1ccc2c(c1)CC(N1CCCCC1)c1ccccc1N2 (configuration not stated)	1.1	0.6
O=C(CCNS(=O)(=O)c1cccc2nonc12)NCc1cccs1	1	1.1
O=C(CN1CCN(S(=O)(=O)/C=C/c2ccccc2)CC1)NC(=O)NCc1ccco1	1.1	1.5
CCN(CC)S(=O)(=O)c1cccc(-c2nnc(SC(C)C#N)n2Cc2ccccc2)c1 (configuration not stated)	1	1.7
CCn1c(SCC(=O)Nc2ccccc2-c2ccccc2)nnc1-c1ccoc1C	1.1	1.8
CC(C)n1nnnc1C(c1ccc(F)cc1)N1CCN(C2CCCC2)CC1 (configuration not stated)	1.1	1.8
Cc1cccc(Cn2c(SCCN3CCOCC3)nc3c2c(=O)n(C)c(=O)n3C)c1	1	1.3
NC(=O)Nc1ccc(Oc2c(F)c(F)c(F)c(F)c2F)cc1	1.1	0.8
CCOC(=O)c1c(NC(=O)c2cccs2)sc2c1CCC2	1.1	1
CCn1c(Cc2ccccc2)nnc1SCC(=O)OC(C)C	1	0.9

# (listing goes on)
structure	MT1-MMP txn act	PLAP activator
O=C(CSc1nnc(CNc2ccc(Cl)cc2)n1Cc1ccccc1)NCc1ccco1	1.1	1
S=c1nc(-c2ccccc2)n(CCCN2CCOCC2)c2c1CCCC2	1.1	1.1
COc1ccc(N2CCCCn3c2nc2c3c(=O)[nH]c(=O)n2C)cc1	1	0.9
Cc1ccc(-n2c3c(cc(C(=O)NCc4ccco4)c2=O)C(=O)CC(C)(C)C3)cc1	1.2	1.6
CC(C)CCn1c(CN2CCOCC2)nc2c1c(=O)n(C)c(=O)n2C	1.1	1.3
Cn1c(=O)[nH]c(=O)c2c1nc(N1CCCC1)n2CCCSc1nc2ccccc2o1	1.1	1.9
COc1cccc(C2C(C#N)=C(N)Oc3cc(C)oc(=O)c32)c1OC (configuration not stated)	1.1	0.9
O=C(c1cnccn1)N1CCc2ccccc21	1.2	1.3
CCOC(=O)C(C)Sc1nc2c(c(=O)[nH]c(=O)n2C)n1Cc1ccc(Cl)cc1 (configuration not stated)	1.2	1.3
Cc1cc(C)c(OCC(=O)Nc2cccc(NC(=O)c3ccco3)c2)c(Br)c1	1.1	1.6
CCN(CC)CCCNC(=O)Cn1cc2c(n1)CCC(C)C2 (configuration not stated)	1.1	0.9
O=C(NC(C(=O)c1ccccc1)N1CCOCC1)c1ccccc1 (configuration not stated)	1	1

# (listing goes on)
structure	MT1-MMP txn act	PLAP activator
COc1cc(C2N(c3ccccc3)CCN2c2ccccc2)ccc1OC(C)=O	1.1	0.9
CCOc1ccccc1NC(=O)CSc1nccn1-c1ccccc1	1.2	0.8
O=C1c2oc3ccc(Cl)cc3c(=O)c2C(c2ccccn2)N1CCCN1CCOCC1 (configuration not stated)	1.1	1.4
Cc1cc(N2CCOCC2)nc2ccc(NC(=O)C3CCC(C)CC3)cc12 (configuration not stated)	1.1	1.3
O=C(O)c1cc(S(=O)(=O)N2CCOCC2)c(Sc2ccccn2)cc1Sc1ccccn1	1.1	1.3
COc1ccc(-c2nn3c(-c4ccccc4)nnc3s2)cc1OC	1.1	1.5
N#CC1=C(N)OC2=C(C(=O)CCC2)C12CCN(C(=O)OCc1ccccc1)CC2	1	1.4
CC(C)(C)NS(=O)(=O)c1ccc(OCC(=O)Nc2ccc3c(c2)OCCO3)cc1	1.1	0.9
CC(CCc1ccccc1)NC(=O)CSc1nccc(=O)[nH]1 (configuration not stated)	1.1	1
O=C(c1cc2ccccc2oc1=O)N1CCN(CCc2ccccc2)CC1	1.3	1.5
CCCc1cc(-c2ccc(O)c(OCC)c2)c(C#N)c(N)n1	1.1	1.2
CCOc1ccccc1OCCCC(=O)N1CCN(S(=O)(=O)c2ccc(C)cc2)CC1	1.4	1.3

# Other entries:
structure	MT1-MMP txn act	PLAP activator
COc1ccc(OC)c(NC(=O)CNC(=O)Cn2cnc3ccccc3c2=O)c1	1	0.9
CCOc1ccc(C(=O)NCc2ccco2)cc1	1.4	0.9
O=C(O)CSCCn1cccn1	1	1
O=C(CCN1c2ccccc2Sc2ccccc21)OCc1nnc(-c2ccccc2)o1	1.1	1.5
CCn1cc(C(=O)NCc2cccnc2)c2cc(OC)c(OC)cc2c1=O	1	1
CN(C)C(=O)N1CCC(C(=O)NCc2ccccc2)CC1	1	0.9
Cc1oc(/N=C/c2c(O)ccc3ccccc23)c(C#N)c1C	1.1	0.8

# Compound activity: PubChem, Sanford-Burnham Center for Chemical Genomics

# Only part of the results is shown (hit frequency here may not be typical).
